High-throughput results from PubChem.
p97 ATPase inh: blocks human p97 ATPase activity. P55072. recombinant p97 ATPase, Kinase-Glo ATP luminescence, 3 h. inhibition, % at 8 µM. hit rate 0.42% among 220,000; in the data active = inhibition above about 15%;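 note: 0% = DMSO vehicle and 100% = wells lacking enzyme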
RBBP9 inh: human RBBP9 hydrolase inhibition; recombinant RBBP9, FP-Rh probe fluorescence polarization; hit rate 0.2% among 220,000; AID 1515; O75884; inhibition, % at 7.94 µM;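 active = inhibition above the campaign mean of all tested compounds plus 3 SD, cut at about 14% in these data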;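 note: plate controls were DMSO wells with RBBP9 for no effect and wells lacking RBBP9 protein for full effect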
Target sequence (O75884 whole entry, looked up): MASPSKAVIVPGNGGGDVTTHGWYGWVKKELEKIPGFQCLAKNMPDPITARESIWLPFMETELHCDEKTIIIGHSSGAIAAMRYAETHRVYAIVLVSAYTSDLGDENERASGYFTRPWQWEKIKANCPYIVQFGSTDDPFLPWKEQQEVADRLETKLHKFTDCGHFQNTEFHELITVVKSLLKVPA
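Test system: recombinant human RBBP9. Quantity: 2.5 µM RBBP9 dispensing solution, before mixing. Detection: FP readout at 525/598 nm. Reagent: Serine-hydrolase probe FP-Rh, 375 nM pre-mixing. Measure: % inhibition. Control set: DMSO-treated enzyme wells and wells lacking RBBP9. Buffer or medium: Tris-NaCl-Pluronic buffer, pH 8.0. Times: preincubation 30 min plus labeling 45 min at 25 °C.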
m-calpain inh: blocks pig calpain II enzyme activity. inhibition, % at 16 µM. AID 1236. purified calpain II, fluorogenic peptide substrate, 30 min. hit rate 0.37% among 220,000;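 active = inhibition above about 50%, limit read from the data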
NCF1 inh: blocks human p47phox regulatory protein of NADPH oxidases; P14598; inhibition, % at 24.7 µM; hit rate 0.53% among 220,000; AID 1274; p47phox/p22phox peptide binding, fluorescence polarization, 2 h;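 active = inhibition above about 30%, limit read from the data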;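 note: 0% = p47phox with labelled peptide and 100% = labelled peptide alone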
TbHK1 inh: T. brucei hexokinase 1 inhibition | recombinant TbHK1, G6PDH-coupled NADH A340 | hit rate 0.11% among 220,000 | inhibition, % at 10 µM | AID 1430;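 active = inhibition of 50% or more in the single-dose primary screen; inactive = inhibition below 50%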
Runt-SMMHC FRET: inhibitors of human RUNX1 Runt domain binding to CBFb-SMMHC; AID 1434; inhibition, % at 20 µM; hit rate 0.74% among 220,000; Cerulean-Runt/Venus-CBFb-SMMHC FRET ratio 530/480, 1 h;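 active = mean inhibition across duplicate retests at 20 µM reaching about 50%, limit read from the data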;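 note: 0% = DMSO wells and 100% = wells with excess untagged CBFb-SMMHC; inhibitors lower the FRET ratio by blocking Runt binding to CBFb-SMMHC; some results filed as inactive read as strong as hits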
Target sequence (Q01196 whole entry, looked up, the tested form may be a part): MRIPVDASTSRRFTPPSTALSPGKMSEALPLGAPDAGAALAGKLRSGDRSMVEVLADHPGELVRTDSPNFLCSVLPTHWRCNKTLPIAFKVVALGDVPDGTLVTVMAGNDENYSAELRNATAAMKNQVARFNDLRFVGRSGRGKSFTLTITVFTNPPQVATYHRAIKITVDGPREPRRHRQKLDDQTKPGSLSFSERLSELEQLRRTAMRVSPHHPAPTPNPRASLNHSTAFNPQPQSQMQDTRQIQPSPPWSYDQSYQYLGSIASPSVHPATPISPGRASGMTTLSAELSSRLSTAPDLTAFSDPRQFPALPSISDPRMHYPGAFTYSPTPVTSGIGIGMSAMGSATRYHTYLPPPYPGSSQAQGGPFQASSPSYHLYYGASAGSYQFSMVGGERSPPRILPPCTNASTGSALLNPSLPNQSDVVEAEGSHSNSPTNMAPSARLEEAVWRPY
Target sequence (Q13951 whole entry, looked up, the tested form may be a part): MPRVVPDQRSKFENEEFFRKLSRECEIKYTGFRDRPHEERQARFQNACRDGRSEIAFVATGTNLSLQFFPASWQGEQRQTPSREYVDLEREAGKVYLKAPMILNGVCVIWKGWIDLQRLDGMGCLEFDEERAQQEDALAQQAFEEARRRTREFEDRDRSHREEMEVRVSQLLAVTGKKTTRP
EBV gp42 block: inhibitors of Epstein-Barr virus glycoprotein 42 | Q1HVG2 | Fluorescence polarization binding assay, mP read-out | inhibition, % (tested at 21.74 µM) | hit rate 0.42% among 220,000 | AID 1085; in the data active = inhibition above about 50%
Target sequence (Q1HVG2 whole entry, looked up): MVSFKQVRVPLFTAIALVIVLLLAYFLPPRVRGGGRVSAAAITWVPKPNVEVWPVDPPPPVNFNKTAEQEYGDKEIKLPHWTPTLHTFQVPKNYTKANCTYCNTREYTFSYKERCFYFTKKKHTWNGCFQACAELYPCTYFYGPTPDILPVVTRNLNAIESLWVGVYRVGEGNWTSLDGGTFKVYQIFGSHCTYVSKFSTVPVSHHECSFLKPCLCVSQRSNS
Furin inhibitor: human furin inhibition | P09958 | purified furin, fluorogenic substrate cleavage | inhibition, % at 30 µM | hit rate 0.061% among 220,000; in the data active = inhibition above about 25%; note: inactives centre near -15
Runt-CBFb FRET: Runt domain-CBFb interaction inhibition; Q01196+Q13951; Cerulean-Runt/Venus-CBFb FRET ratio 530/480, 1 h; inhibition, % at 20 µM; hit rate 0.46% among 220,000;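 active = inhibition over about 50% at 20 µM in the single-dose screen, limit read from the data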;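 note: 0% = DMSO wells and 100% = excess unlabeled CBFb competitor control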
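test system = Cerulean-tagged RUNX1 Runt domain (FRET donor) fusion protein | reagent = Venus-CBFb binding partner, 100 nM | incubation = protein complex preformed 1 h, compound exposure 1 h, room temperature, dark | detection = FRET fluorescence | read-out basis = loss of energy transfer signal | controls = 5 µM unlabeled CBFb as full-inhibition high control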
* hit, by the source's call; nt = no result given; [ ] = dose if it differs, or a comment.

no.	mol	p97 ATPase inh	RBBP9 inh	m-calpain inh	NCF1 inh	TbHK1 inh	Runt-SMMHC FRET	EBV gp42 block	Furin inhibitor	Runt-CBFb FRET
1	CC(C)C(NC(=O)c1ccco1)C(=O)NCC(c1ccco1)N1CCCCC1 (stereo not given)	-1	-7	0	-42	3	0	-8	-17[20 µM]	1
2	C/C=N/N(c1ccccc1)c1ccccc1	0	-6	-10	-1	-8	3	-14	-19	7
3	O=C(Nc1cccc(F)c1)NC1(C(=O)N2CCOCC2)CCCCC1	6	-8	27	1	6	0	-11	-28	0
4	Cc1cc2c(s1)c1cnn(Cc3ccccc3F)c(=O)c1n2C	3	1	10	-12	-3	0	-5	-6[20 µM]	-1
5	c1ccc(C(c2ccccc2)c2noc(CN3CCN(C4CCCC4)CC3)n2)cc1	-6	4	-11	-1	0	1	0	-15	0
6	Cc1cccc(Cc2c(C)[nH]c(=O)c(C#N)c2C)c1	2	-2	-3	-10	-8	2	2	-13	1
7	O=C(O)c1cc(-c2ccccc2)on1	-4	-15	-26	-9	4	-2	-11	-20[20 µM]	-1
8	Cc1c(NC(=O)CSc2n[nH]c(-c3ccccc3)n2)c(=O)n(-c2ccccc2)n1C	1	4	1	-12	-1	-2	5	-22[20 µM]	-2
9	COc1ccc(OC)c(NC(=O)c2ccccc2SC)c1	1	4	-5	-9	-6	1	-1	-23[20 µM]	-2
10	CCCCN(CCCC)CCNC(=O)c1ccc2nc(-c3ccccc3NC(C)=O)c(=O)[nH]c2c1	3	-11	-20	-6	-8	3	-13	-18	2
11	Fc1ccc(CNC(=S)Nc2cccc(C(F)(F)F)c2)cc1	-1	-6	1	-13	5	-2	9	-24	0
12	COc1cccc2nc3cc(C)c(C)cc3nc12	-57	-3	3	-15	-7	-20	19	-7	3
13	CC1CCN(S(=O)(=O)c2cc(Br)cc(C(=O)NC3=NCCS3)c2)CC1	3	-2	47	-5	-3	0	-10	-18	0
14	O=C(O)CCCNS(=O)(=O)c1ccc(Br)s1	3	-4	18	-12	-1	1	1	-21	1
15	CCN(CC)S(=O)(=O)c1ccc2c(c1)nc(CCC(=O)O)n2C	-1	-11	15	-15	-3	1	3	-16	9
16	Cn1cnc([N+](=O)[O-])c1SCC(O)CCl (stereo not given)	2	0	-34	5	-9	1	5	4	-1
17	CCCN1C(=S)SC(C)(C)C1/[N+]([O-])=C/c1ccc(S(=O)(=O)NC)cc1 (stereo not given)	-2	-11	4	-6	-20	4	5	-9	-1
18	O=C(O)C1Cn2c(nc3c(c2=O)C2(CCCC2)Cc2ccccc2-3)S1 (stereo not given)	5	-2	-48	-4	-15	-5	-21	-17	2
19	COc1ccc(-c2cc(C(F)(F)F)nc(S(=O)(=O)CCCC(=O)Nc3cccc(O)c3)n2)cc1OC	2	-10	-36	-2	-21	1	2	-19	1
20	CCNC(=S)NNC(=O)c1cc(-c2cc(C)ccc2C)nc2ccccc12	7	-4	9	5	1	4	-3	-7[20 µM]	-3
21	O=C1COc2ccc(-c3n[nH]c(=O)c4ccccc34)cc2N1	1	6	-27	2	-4	-2	3	-20	-2
22	O=C(Nc1ccon1)c1ccccc1F	4	2	-19	-11	-7	-1	-4	-16[20 µM]	0
23	CC1CCCN(C(=O)CSc2nnc(-c3ccncc3)n2C)C1 (stereo not given)	3	-4	7	6	19	0	-9	-14	2
24	c1ccc(CSc2ccc(-c3ccccn3)nn2)nc1	2	-7	-10	-1	2	0	-15	-24	1

An excerpt from above in order of molar mass, smallest number first.
no.	mol	p97 ATPase inh	RBBP9 inh	m-calpain inh	NCF1 inh	TbHK1 inh	Runt-SMMHC FRET	EBV gp42 block	Furin inhibitor	Runt-CBFb FRET
22	O=C(Nc1ccon1)c1ccccc1F	4	2	-19	-11	-7	-1	-4	-16[20 µM]	0
18	O=C(O)C1Cn2c(nc3c(c2=O)C2(CCCC2)Cc2ccccc2-3)S1 (stereo not given)	5	-2	-48	-4	-15	-5	-21	-17	2
17	CCCN1C(=S)SC(C)(C)C1/[N+]([O-])=C/c1ccc(S(=O)(=O)NC)cc1 (stereo not given)	-2	-11	4	-6	-20	4	5	-9	-1

Further compounds follow:
no.	mol	p97 ATPase inh	RBBP9 inh	m-calpain inh	NCF1 inh	TbHK1 inh	Runt-SMMHC FRET	EBV gp42 block	Furin inhibitor	Runt-CBFb FRET
25	CN(C)S(=O)(=O)c1cccc(-c2nnc(SCc3cc(Cl)cc4c3OCOC4)n2N)c1	-5	-3	17	-4	6	11	-17	-14	22
26	O=[N+]([O-])c1ccccc1Oc1ccc(C(F)(F)F)cn1	-5	1	-22	-2	-4	0	-1	-19	0
27	CC(=O)CC(C)(C)Nc1nc2cc([N+](=O)[O-])ccc2o1	0	2	28	-6	-12	1	-6	-7	0
28	CCOC(=O)c1c(NC(=O)COC(=O)c2ccccn2)sc2c1CCC2	-3	-14	-28	-20	22	1	4	-2	-6
29	CCCCCCCCN=C1NC(=O)CS1	-1	-11	-17	-4	-2	-2	4	-21[20 µM]	-1
30	CCn1cc(C(=O)N2CCCCC2)c(=O)c2cc(S(=O)(=O)N3CCC(C)CC3)ccc21	0	-2	1	-6	-44	-11	-7	0	0
31	N#Cc1cc2c(nc1Cl)CCC2	3	6	-10	-4	-5	-2	0	-27	1
32	COc1ccc(C(C)C)cc1S(=O)(=O)N1CC(C)OC(C)C1 (stereo not given)	-1	-1	2	2	-4	1	-8	-19	0
33	O=C1C2CCCN2C(c2ccc(F)cc2)N1c1nccs1 (stereo not given)	2	1	-2	-10	-3	2	-8	-23	-1
34	CCC(C)(C(=O)NC1CCCCC1)N(Cc1cccs1)C(=O)CC1NC(=O)NC1=O (stereo not given)	-5	-11	9	-1	-1	4	3	-3	1
35	CCOC(=O)C1/C(=N\O)CC(C)(O)C(C(=O)OCC)C1c1ccc(N(C)C)cc1 (stereo not given)	-4	-3	-87	-12	-7	2	-4	-17[20 µM]	2
36	Cn1cc(CNC(=O)c2sc3cccc(Cl)c3c2Cl)cn1	-1	-7	-8	-4	-9	7	2	-9[20 µM]	-5
37	CC(=O)N1CCc2cc(S(=O)(=O)Nc3cccc(C(F)(F)F)c3)ccc21	-1	-12	-28	-9	-7	0	-6	-5[20 µM]	-6
38	Cc1ccccc1Nc1nc(N)nc(COc2ccc(C#N)cc2)n1	5	-7	-21	-3	-1	0	0	-18	0
39	C=CCn1c(C)cc(C(=O)CSc2nnc(NC(C)C)s2)c1C	1	-4	-10	-5	-6	4	-2	-18	0
40	COc1cccc(C2=NOC(C(=O)NCCN3CCOCC3)C2)c1 (stereo not given)	-1	-5	-3	-13	24	-1	-21	-11	0
41	CCOC(=O)c1sc2nccc(OC)c2c1N=CNOC	6	-5	-77	-22	-14	1	-17	0	2
42	Clc1cccc(Cl)c1CON/C=N/c1ncnc2sccc12	0	-6	40	-11	-4	-5	-18	-16[20 µM]	-1
43	COc1cccc(C(=O)Nc2c(C(N)=O)oc3ccccc23)c1	-2	-8	8	-11	0	0	1	-6	-2
44	CC1CCC2(CC1)NC(=O)N(CC(=O)Nc1ccc(N3CCOCC3)cc1)C2=O (stereo not given)	-6	3	16	4	-1	2	0	-16	0
45	O=c1c(-c2ccco2)[n+]([O-])c2ccccc2n1OCc1c(F)cccc1F	7	5	-27	-35	-8	-71	-25	-11	10
46	CC(C)COc1ccc(C(=O)NC(Cc2c[nH]c3ccccc23)C(=O)NN)cc1 (stereo not given)	3	-18	-17	-5	-6	3	-4	-14	0
47	C=CCSc1nc2sc(C)c(C)c2c(=O)n1CC=C	-9	7	0	-9	-4	0	-15	-11[20 µM]	-1
48	Cc1nnc(SCC(=O)Nc2ccccc2N2CCOCC2)s1	-1	0	-16	-7	-1	-11	-6	-19[20 µM]	0
49	O=C(CN1CCN(c2ccccc2O)CC1)NC(=O)NC1CCCC1	-8	3	13	1	11	-4	0	4	0
50	C[C@H](NC(=O)Cc1cccc2ccccc12)C(=O)NCc1ccccc1	-1	0	7	1	-7	0	-19	-18	0
51	O=C(N/N=C/c1cn(Cc2ccccc2)c2ccccc12)c1ccncc1	3	2	-27	-27	-28	1	-18	-4	-10
52	CSc1sc(C)cc1C1C(C#N)=C(N)N(c2cccnc2)C2=C1C(=O)CCC2 (stereo not given)	7	-8	-40	41*	-3	76*	2	-23	48
53	CCOC(=O)CNS(=O)(=O)c1ccc(S(=O)(=O)N2CCCC2)cc1	3	2	-13	-26	3	-4	-14	-24[20 µM]	0
54	CNC(=O)c1ccccc1F	10	2	-21	-3	-6	3	-15	-18[20 µM]	0
55	C#CCOCCOCCOCCNc1nc(N2CCN(C(=O)C([C@@H](C)CC)n3cc(C(N)CO)nn3)CC2)nc(N2CCN(C(=O)[C@H](CCC(=O)O)n3cc(C(N)[C@H](C)CC)nn3)CC2)n1 (stereo not given in full)	nt	nt	15	3	-14	-1	-21	-16	1
56	CCN(CC)S(=O)(=O)c1ccc2c(c1)N(CC(=O)NCc1ccccn1)C(=O)CO2	-4	-12	8	-8	-9	1	-13	1	4
57	COCCn1nnnc1C(c1cccs1)N1CCN2CCCC2C1 (stereo not given)	-1	-6	6	1	-3	-4	-17	-13	-3
58	O=C(c1cc(-c2ccc3c(c2)OCO3)on1)N1CCN(c2ccccc2)CC1	-1	0	22	-15	-1	0	-2	-29	-1
59	COc1cccc(NC(=O)c2nn(C34CC5CC(CC(C5)C3)C4)cc2[N+](=O)[O-])c1	2	-12	-3	-4	3	1	22	-14[20 µM]	2
60	CC(C)c1nnc(NC(=O)CSc2nc3ccccc3[nH]2)s1	-1	-7	-37	-8	-4	3	4	-9	2
61	Cc1nn(CC(=O)N2CC(=O)Nc3ccccc32)c(C)c1[N+](=O)[O-]	6	-4	5	-3	4	-2	-23	-34	0
62	CN(C)C(=O)c1ccc(NC(=O)c2cncc(Br)c2)cc1	1	-9	-3	-3	5	1	-3	-14	0
63	CCOc1ccc(Nc2nc(Cc3nnc(SCC(=O)c4ccc(C)c(C)c4)o3)cs2)cc1	1	-2	0	-24	-8	0	4	-14[20 µM]	4
64	COc1ccccc1CNC(=O)C(=O)Nc1nccs1	-2	-7	-14	-2	-13	2	-10	-9	1
65	OCC1(O)OC[C@@H](O)[C@H]1O (stereo not given in full)	nt	nt	10	9	-5	-4	-8	-12	1
66	COc1cccc(C(O)c2cnc(C(C)C)n2C)c1OC (stereo not given)	-1	-7	-4	2	7	-3	-15	-6	1
67	CC1CC(=O)N(C)c2ccc([N+](=O)[O-])cc2N1 (stereo not given)	2	-5	11	-9	-3	3	-12	-17	1
68	COc1ccc(C(=O)NCCSC2CCCCC2)cc1	1	-4	-2	-17	18	1	-3	-22	25
69	COc1cccc(N(C(=O)Cn2nnc(-c3ccc(Cl)cc3)n2)C(C(=O)NCC2CCCO2)c2ccc(C)cc2)c1 (stereo not given)	-1	-9	29	3	12	5	-16	-10	-3
70	COC(=O)c1cc2n(n1)CCCNC2=O	3	-5	9	4	1	2	-10	-16	0
71	COc1cccc(CNC(=O)C(C(=O)NCc2cccc(OC)c2)c2ncc(C(F)(F)F)cc2Cl)c1	2	3	7	-7	0	-1	-16	-33	-2
72	CCOc1ccc(NC(=O)CN(C)c2nnnn2-c2ccccc2)cc1OCC	-2	-1	4	-5	-6	0	-13	-32	-1
73	N/C(CN1CCCC1=O)=N\OC(=O)c1ccc(Cl)c(Cl)c1	-4	-14	30	-2	-2	2	6	-10	-1
